# FH mod = Identification of activators of human fumarate hydratase by quantitative high-throughput screening. FH coupled MDH/diaphorase resazurin fluorescence, 15 min. 0.22% of 54,000 active. Potency, µM (series often up to 79.9 µM), inactives show at the highest dose activity change, negative = inhibition, most hits filed as inhibitors; further: potency means the concentration at half of the fitted maximal effect; on the % scale 0 is the no-effect control and ±100 the full control effect; the screen sought activators but most active calls are inhibition curves; nearly all actives have a fitted effect of over 45% in size
# Target sequence (P07954 whole entry, looked up): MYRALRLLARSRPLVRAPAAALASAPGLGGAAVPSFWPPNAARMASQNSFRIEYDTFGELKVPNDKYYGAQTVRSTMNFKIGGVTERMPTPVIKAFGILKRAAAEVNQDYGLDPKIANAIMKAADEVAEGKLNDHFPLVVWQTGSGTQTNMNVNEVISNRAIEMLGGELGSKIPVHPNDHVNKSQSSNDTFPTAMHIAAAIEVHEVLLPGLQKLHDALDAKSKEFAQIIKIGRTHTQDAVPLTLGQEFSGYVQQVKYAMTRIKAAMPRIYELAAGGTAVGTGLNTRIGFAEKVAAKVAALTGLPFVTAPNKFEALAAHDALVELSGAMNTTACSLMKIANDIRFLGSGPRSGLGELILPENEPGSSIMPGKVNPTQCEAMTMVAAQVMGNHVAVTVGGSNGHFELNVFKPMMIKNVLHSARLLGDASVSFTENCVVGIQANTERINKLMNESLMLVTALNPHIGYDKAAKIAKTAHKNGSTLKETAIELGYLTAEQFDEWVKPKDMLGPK
# B2AR arrestin ag = beta-arrestin recruitment by human beta2-adrenergic receptor ligands. Potency, µM (doses to about 46.1 µM), without a hit: at the highest dose activation, actives largely listed as activators. HTLA Tango cells, beta-arrestin recruitment, luciferase luminescence, 18 h. P07550. 44,000 tested, under 10 active;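 further: potency means the concentration at half of the fitted maximal effect; 0% = DMSO and full agonism = EC100 isoproterenol or metaproterenol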
#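 Tango cell line, 1% FBS DMEM; cpd titration up to 46 microM; 18 hr, 37 degrees C, 5% CO2. Luciferin/ATP substrate mix added, 15 min RT, luminescence. %Activity, CRC fitting, curve-class categorization.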
# PTAP-TSG101 blk = inhibitors of HIV-1 PTAP binding to human TSG101, validation; Q99816; Fluorescence polarization, FITC-PTAP peptide/Tsg101, 20 min; Potency, µM (titrated, usually from 115 µM), inactives show at the highest dose activity change, negative = inhibition, actives largely listed as inhibitors; 44,000 tested, under 10 active; AID 1347069; further: potency means the concentration at half of the fitted maximal effect; 0% is about no effect
#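 Steps: Tsg101 binding domain (10 uM final) in HEPES pH 7.5/NaCl/Tween 20/EDTA/TCEP; add compound; add FITC-PTAP peptide (50 nM final); incubate 20 min r.t.; read polarization.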
# p53null 39C tox = kills p53 null cells at the nonpermissive temperature; Potency, µM (highest dose often 46.1 µM), without a hit: at the top dose activity, negative = cell killing, usual class: cytotoxic; H1299 p53-null (neo) cells, 39C, ATPlite viability, 24 h; 0.97% of 55,000 active;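 further: potency means the concentration at half of the fitted maximal effect; 0% = DMSO only and -100% = full killing by 100 µM tamoxifen; nearly all actives have a fitted effect of over 50% in size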
#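 Temperature-shift cytotoxicity format: compound titrations on p53-null or A138V-expressing H1299 cells held 24 hr at 39C, cell ATP then measured, AC50 from Hill model.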
# NTMT1 inhibitor = NTMT1 methyltransferase inhibition; Potency, µM (titrated, usually from 114 µM), inactives show at the top dose activity change, negative = inhibition, usual class: inhibitors; NTMT1 MTase-Glo SAH luminescence, purified enzyme; 2.5% of 59,000 active; AID 1645870; Q9BV86;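 further: potency means the concentration at half of the fitted maximal effect; plate controls were DMSO vehicle for no effect and no enzyme for full effect; nearly all actives have a fitted effect of over 65% in size; many of its hits are not listed in these tables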
# p53null 32C tox = selectivity test: cytotoxicity in p53 null cells, permissive temperature; 0.62% of 55,000 active; H1299-neo p53 null cells, ATP luminescence, 24 h, 32C; Potency, µM (top dose mostly 46.1 µM), inactives show at the highest dose activity change, negative = cytotoxicity, hits mostly cytotoxic;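 further: potency means the concentration at half of the fitted maximal effect; 0% = DMSO only and -100% = full killing by 100 µM tamoxifen; nearly all actives have a fitted effect of over 55% in size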
#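 H1299-neo (p53 null) cells, 600/well, treated 24 h at 32C with compound up to 46 uM; ATPlite luminescence viability, normalized to DMSO and 100 uM tamoxifen; AC50 by Hill fit.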
# GALK inhibitor = inhibits human galactokinase | P51570 | recombinant GALK, Kinase-Glo ATP luminescence, 1 h | Potency, µM (top dose mostly 57.5 µM), inactives show top-dose activity, negative = inhibition, usual class: inhibitors | 44,000 tested, under 10 active;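 further: plate controls were full GALK reaction for no effect and reaction lacking GALK for full effect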
# Target sequence (P51570 whole entry, looked up): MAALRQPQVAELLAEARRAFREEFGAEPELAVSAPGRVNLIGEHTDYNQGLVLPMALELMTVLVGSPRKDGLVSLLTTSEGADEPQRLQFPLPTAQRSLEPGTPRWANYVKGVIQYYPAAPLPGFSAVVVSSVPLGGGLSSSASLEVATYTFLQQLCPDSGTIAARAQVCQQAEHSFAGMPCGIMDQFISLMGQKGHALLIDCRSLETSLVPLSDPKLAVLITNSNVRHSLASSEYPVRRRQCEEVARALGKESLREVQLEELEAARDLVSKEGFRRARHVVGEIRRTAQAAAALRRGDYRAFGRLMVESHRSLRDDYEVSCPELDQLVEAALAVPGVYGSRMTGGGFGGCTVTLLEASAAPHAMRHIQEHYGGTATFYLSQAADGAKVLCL
#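 5 nM GALK; 35 uM ATP; 100 uM D-galactose; 20 mM HEPES pH 8.0, 5 mM MgCl2, 60 mM NaCl, 1 mM DTT, 0.01% BSA; 1 h RT; Kinase-Glo Plus luminescence.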
# * marks the source's active call; other numbers are inactive results; ? = inconclusive; nt = not tested or not shown. The call rests on the fitted dose curve; in most records, active means well fitted curve in the direction sought with a large enough effect; inconclusive means small, poorly fitted or top-dose-only effect, or another doubt; inactive means no such curve, though single readings can be large; an effect the other way counts as inactive or inconclusive. These rows are one share of the data. The share of hits here may be higher or lower than overall.
SMILES,FH mod,B2AR arrestin ag,PTAP-TSG101 blk,p53null 39C tox,NTMT1 inhibitor,p53null 32C tox,GALK inhibitor
CCCOC1(C(F)(F)F)NC(=O)N(c2ccc(Cl)cc2)C1=O (stereo unspecified),-11.3%,0.7%,-5.3%,-3.4%,-6.7%,10.8%,-6.8%
CC(C)(C)C(=O)Nc1cccc(-c2cn3cccnc3n2)c1,-3.1%,-0.4%,-2.3%,11.7%,-14.5%,-14.3%,2.9%
Cc1ccc2nc3c(cc(C(=O)NCc4ccco4)c(=N)n3C(C)C)c(=O)n2c1,-4.5%,1.0%,-5.4%,10.9%,11.2%,4.8%,-9.9%
CCOc1ccc(CC(=O)NCc2ccc3c(c2)CCN3C(C)=O)cc1OCC,-3.8%,-0.7%,0.5%,17.5%,0.6%,4.4%,0.3%
CCCCN(CCCNC(=O)c1cc(Nc2ccc(OC)c(OC)c2)nc2ccccc12)c1ccccc1,?,0.4%,-10.0%,-0.6%,0.6%,-8.1%,9.5%
CSc1ccc(NC(=O)C2CCN(c3ncccn3)CC2)cc1,-27.8%,-0.1%,7.3%,-23.4%,-1.6%,-1.4%,2.2%
CCCOc1cccc(C2c3c(oc4ccc(F)cc4c3=O)C(=O)N2CCCN2CCOCC2)c1 (stereo unspecified),4.6%,-0.6%,-2.4%,-15.6%,-2.5%,-12.6%,3.5%
CCCCCn1c(=O)[nH]c2cc(C(=O)NCc3ccc(C)cc3)ccc2c1=O,-0.3%,-1.0%,0.4%,-18.7%,5.3%,14.4%,4.6%
CC1=C(C(=O)Nc2cccnc2)C(c2ccccc2Cl)n2nc(-c3ccccc3)nc2N1 (stereo unspecified),-3.4%,0.4%,-0.8%,-11.1%,-2.0%,7.0%,-0.6%
CN(Cc1ccccc1)C(=O)c1cn(C)c2ccc(S(=O)(=O)N(C)C3CCCCC3)cc2c1=O,-5.6%,0.7%,-0.1%,-11.9%,-13.2%,5.5%,9.2%
COc1ccc(CCC(=O)NC2CC(=O)N(c3ccc(OC)cc3)C2)cc1 (stereo unspecified),8.5%,-3.5%,0.9%,13.2%,-8.4%,-2.6%,1.6%
COc1ccc(NC(=O)C(=O)NCC2(c3ccccc3)CCCC2)c(OC)c1,-20.7%,-2.4%,-2.9%,-0.5%,-8.4%,-5.1%,2.4%
O=c1cc(-c2ccc(F)cc2)nc(SCc2nc(-c3ccccc3Cl)no2)[nH]1,-35.9%,-0.5%,3.0%,-13.0%,2.4%,4.2%,6.9%
CC(C)(C)OC(=O)N1CCC(c2c(C(=O)N3CCN(Cc4ccccc4)CC3)cnn2-c2ccc(Cl)cc2)CC1,-9.2%,-1.3%,1.7%,-14.7%,11.0%,4.7%,0.4%
Cc1ccc(-c2nnc(Nc3ccc(Br)cc3)c3ccccc23)cc1S(=O)(=O)NCc1nc2ccccc2[nH]1,-7.3%,-1.7%,-5.5%,27.1%,6.4%,21.6%,0.0%

# A second format for part of the listing above.
# Each structure is followed by: FH mod | B2AR arrestin ag | PTAP-TSG101 blk | p53null 39C tox | NTMT1 inhibitor | p53null 32C tox | GALK inhibitor
CN(Cc1ccccc1)C(=O)c1cn(C)c2ccc(S(=O)(=O)N(C)C3CCCCC3)cc2c1=O
  -5.6% | 0.7% | -0.1% | -11.9% | -13.2% | 5.5% | 9.2%
O=c1cc(-c2ccc(F)cc2)nc(SCc2nc(-c3ccccc3Cl)no2)[nH]1
  -35.9% | -0.5% | 3.0% | -13.0% | 2.4% | 4.2% | 6.9%

# Continued:
SMILES,FH mod,B2AR arrestin ag,PTAP-TSG101 blk,p53null 39C tox,NTMT1 inhibitor,p53null 32C tox,GALK inhibitor
CCn1cc(C(=O)NCCc2ccc(Cl)cc2)c(=O)c2cc(S(=O)(=O)N3CCc4ccccc4C3)ccc21,-16.8%,0.1%,-5.5%,-0.9%,2.7%,10.4%,-2.5%
Cc1ccc(C)c(CSc2nc3ccncc3n2Cc2nc(-c3ccccc3Cl)oc2C)c1,-3.2%,-0.8%,-7.0%,?,-2.3%,13.8%,0.7%
COc1ccc(OC)c(CNS(=O)(=O)c2ccc3c(c2)CCCN3C(C)=O)c1,-5.1%,0.5%,-14.2%,11.6%,2.1%,-4.1%,-0.1%
COc1cccc(NC(=O)c2cnc(SCC(=O)N3CCOCC3)n(C)c2=O)c1,1.0%,?,-2.1%,27.5%,?,-4.3%,0.6%
COc1ccc(CNc2nc3ccccc3c3nc(-c4ccccc4)nn23)cc1,-4.0%,0.8%,-0.2%,-15.1%,2.6%,-4.6%,-1.6%
CC(=O)N1CCC(N(Cc2ccco2)C(=O)Nc2ccc(Br)cc2F)CC1,-12.1%,-0.7%,-1.8%,-5.4%,-5.3%,2.2%,5.7%
Cc1cccc(N2CCN(C(=O)C3CCC(CNS(=O)(=O)c4ccc(Br)s4)CC3)CC2)c1C (stereo unspecified),-10.1%,-2.0%,2.4%,-8.5%,13.9%,-5.5%,0.3%
Fc1ccccc1N1CCN(c2nnc(C(F)(F)F)c3nnn(Cc4ccccc4)c23)CC1,-7.7%,0.5%,4.9%,20.4%,16.3%,10.8%,1.0%
CC(C)CC(=O)OCc1cc(=O)n2nc(C3CCCCC3)sc2n1,3.9%,-0.3%,-1.6%,-5.8%,4.5%,-14.5%,-0.7%
CCCc1ccc(-c2ccc(C(=O)Oc3ccc(Br)cc3)cc2)nc1,-0.8%,0.7%,2.9%,0.0%,?,6.0%,-2.6%
CCN1CCN(C(c2ccc(OC)cc2)c2c(O)cc(C)n(Cc3ccco3)c2=O)CC1 (stereo unspecified),-13.7%,-0.7%,2.2%,-7.4%,-17.6%,-3.4%,1.0%
CCCNC(=O)CCCN1C(=O)CCn2nc(-c3cccn3C)cc21,-3.0%,-0.7%,0.7%,0.5%,1.1%,-3.1%,1.2%
CCc1nc2cccnc2n1-c1ccc(CC(=O)Nc2ccccc2Cl)cc1,4.2%,1.7%,-6.7%,3.1%,12.3%,-3.7%,0.4%
Brc1ccc(-c2cc3c(N4CCN(c5ccccc5)CC4)nccn3n2)cc1,-5.7%,0.3%,-1.3%,8.7%,2.4%,-2.9%,-6.9%
COc1ccc(-c2cc(OC(=O)c3cccc(Cl)c3)c3c(C)oc(C)c3c(=O)c2)cc1,-21.1%,6.3%,-1.3%,-17.2%,-6.6%,15.5%,0.8%
COc1ccc(NC(=O)CSc2nccn2Cc2ccco2)cc1OC,-0.3%,0.4%,-1.2%,14.3%,-9.1%,-12.3%,-0.1%
COc1ccc(OC)c(S(=O)(=O)NCc2ccc3c(c2)CCN3C(=O)c2cccc(C)c2)c1,-12.4%,0.6%,-3.9%,-12.9%,6.8%,-2.8%,1.1%
Cc1ccccc1NC(=O)c1c(C)oc2ccc(O)c(CN3CCN(C)CC3)c12,nt,-2.1%,-7.6%,-3.5%,nt,3.1%,2.8%
O=C(CSc1c2c(nc3ccccc13)CCC2)Nc1ccc(F)cc1F,-18.9%,-2.2%,-5.0%,13.4%,-2.6%,5.5%,-1.1%
Cc1cccc(Cn2cc3c(=O)n(CC(=O)Nc4ccc(C)c(F)c4)nc-3c3cc(F)ccc32)c1,0.5%,0.4%,-1.2%,-7.0%,10.5%,17.6%,-0.2%
CCOC(=O)CC(=O)CSc1nc2ccccc2c(=O)n1-c1ccc(C(=O)NCCOC)cc1,-10.0%,-2.8%,1.2%,17.3%,4.6%,2.9%,-3.1%
O=C(Cc1csc2ccccc12)NCc1ccccc1F,0.1%,-3.3%,-3.1%,-15.4%,-1.7%,-4.0%,1.0%
CC1=C(c2ccc(C)c(C)c2)S(=O)(=O)NC1=NCc1ccccc1Cl,-14.0%,-1.9%,-0.5%,2.2%,4.7%,-3.1%,3.7%
CCOc1ccc(/C=C/c2nc3ccccc3n2S(=O)(=O)c2cccc(Cl)c2)cc1,-17.0%,0.8%,-8.5%,6.31µM*,5.01µM*,12.6µM*,23.1%
COc1ccc(C)cc1NC(=O)c1ccc2c(=O)n3c(nc2c1)CCCCC3,-1.1%,-2.1%,1.0%,?,79.4µM*,-6.5%,1.3%
COc1ccc2c(c1)c1c(c(=O)n(Cc3ccccc3)c(=O)n1CC(=O)Nc1ccccc1OC)n2C,4.2%,-1.0%,0.3%,27.7%,-10.2%,-1.7%,2.3%
Cc1ccc(-n2nc(C)c3c(C)cc(=O)n(CC(=O)Nc4cccc(C)c4C)c32)cc1,-6.8%,0.0%,-1.9%,3.3%,7.1%,-7.6%,0.8%
COc1ccccc1CNC(=O)CC(c1ccc(OC)c(OC)c1)N1Cc2ccccc2C1=O (stereo unspecified),10.6%,0.6%,-4.7%,18.6%,-7.7%,10.6%,3.3%
CCOC(=O)C1CCCN(S(=O)(=O)c2ccc(N3CCCCS3(=O)=O)cc2)C1 (stereo unspecified),-5.4%,-0.7%,-4.4%,9.8%,7.5%,-3.8%,1.0%

# Four entries from above, with tabs.
compound	FH mod	B2AR arrestin ag	PTAP-TSG101 blk	p53null 39C tox	NTMT1 inhibitor	p53null 32C tox	GALK inhibitor
COc1ccc2c(c1)c1c(c(=O)n(Cc3ccccc3)c(=O)n1CC(=O)Nc1ccccc1OC)n2C	4.2%	-1.0%	0.3%	27.7%	-10.2%	-1.7%	2.3%
Cc1ccc(-n2nc(C)c3c(C)cc(=O)n(CC(=O)Nc4cccc(C)c4C)c32)cc1	-6.8%	0.0%	-1.9%	3.3%	7.1%	-7.6%	0.8%
COc1ccccc1CNC(=O)CC(c1ccc(OC)c(OC)c1)N1Cc2ccccc2C1=O (stereo unspecified)	10.6%	0.6%	-4.7%	18.6%	-7.7%	10.6%	3.3%
CCOC(=O)C1CCCN(S(=O)(=O)c2ccc(N3CCCCS3(=O)=O)cc2)C1 (stereo unspecified)	-5.4%	-0.7%	-4.4%	9.8%	7.5%	-3.8%	1.0%

# Source: PubChem
